C diff growth: C. difficile growth inhibition; Clostridium difficile clinical isolate growth, OD600, 24 h; active compounds read low; 0.25% of 86,000 active; growth activity, negative = inhibition, % at 16 µg/mL (by protocol);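 active means mean growth activity at or below -80% and every replicate also at or below -80%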;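 further: 0% = DMSO wells and -100% = levofloxacin 16 µg/mL wells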
* hit, by the source's call; & = joins results of further samples. The list is partial; count on the stated rates, not on these rows.

Preview, 5 compounds:
SMILES	C diff growth
O=C1CC[C@@H]2c3[nH]c4ccccc4c3CCN12	8.6
[N-]=[N+]=NCCNC(=O)Nc1ccccc1	-12.2
O=C(NCc1nc2ccccc2[nH]1)C1=C[C@@H](c2ccc(Br)cc2)C[C@@H](OCCCCO)O1	5.1
CCO[C@@H]1OC(C(=O)N2CCN(Cc3ccc4c(c3)OCO4)CC2)=C[C@H](c2csc3ccccc23)[C@H]1CCCO	12.6
OC(CSc1nc(-c2ccccc2)c(-c2ccccc2)o1)CC(O)c1ccccc1 (configuration not stated)	-4.1

This part in full, from the start:
SMILES	C diff growth
O=C1CC[C@@H]2c3[nH]c4ccccc4c3CCN12	8.6
[N-]=[N+]=NCCNC(=O)Nc1ccccc1	-12.2
O=C(NCc1nc2ccccc2[nH]1)C1=C[C@@H](c2ccc(Br)cc2)C[C@@H](OCCCCO)O1	5.1
CCO[C@@H]1OC(C(=O)N2CCN(Cc3ccc4c(c3)OCO4)CC2)=C[C@H](c2csc3ccccc23)[C@H]1CCCO	12.6
OC(CSc1nc(-c2ccccc2)c(-c2ccccc2)o1)CC(O)c1ccccc1 (configuration not stated)	-4.1
O=C(O)C1=C[C@@H](c2ccc(C(F)(F)F)cc2)C[C@@H](OCc2ccc(CO)cc2)O1	-13.9
O=C(C1=C[C@H](c2coc3ccccc3c2=O)C[C@H](OCCCCO)O1)N1CCOCC1	-1.5
NC(=O)[C@H]1[C@@H]2C(=O)O[C@@H](c3ccccc3)[C@@H](c3ccccc3)N2[C@@H](c2ccccc2OCCO)[C@]12C(=O)Nc1ccc(C#CC3(O)CCCCCC3)cc12	7.1
CC(=O)n1cc([C@H]2C=C(C(=O)Nc3ccccc3)O[C@@H](OCCCCO)C2)c2ccccc21	1.5
O=C(NC1CC1)C1=C[C@H](C2CC2)C[C@H](OCCCCO)O1	-9.5
COc1ccc(C#Cc2ccc3c(c2)[C@]2(C(=O)N3)[C@H](c3ccc(O)cc3)N3[C@H](c4ccccc4)[C@H](c4ccccc4)OC(=O)[C@H]3[C@@H]2C(=O)N2CCCCCCC2)cc1	0.6
CC1=C2[C@@H](c3ccccc3)OB(O)C[C@@H]2n2c(=O)n(-c3ccccc3)c(=O)n2C1	5.1
O=C(C1=C[C@@H](C2CC2)C[C@@H](OCc2ccc(CO)cc2)O1)N1CCN(Cc2ccccc2)CC1	1.9
COC(=O)CCCCCCC(=O)Nc1ccc(C2OC(CSc3nc4ccccc4s3)CC(c3ccccc3)O2)cc1 (configuration not stated)	-7.4
CCO[C@@H]1OC(C(N)=O)=C[C@H](c2cn(C(C)=O)c3ccccc23)[C@H]1CCCO	2.1
O=C(C1=C[C@@H](c2ccc(Br)cc2)C[C@@H](OCc2ccc(CO)cc2)O1)N1CCOCC1	10.1
Cc1ccc(S(=O)(=O)N2[C@@H](c3ccccc3)C(C(=O)O)=CC[C@H]2c2ccc(Cl)cc2)cc1	-15.2
O=C(NCc1ccccc1)C1=C[C@@H](C2CCCCC2)C[C@@H](OCc2ccc(CO)cc2)O1	0.8
O=C1N(Cc2ccccc2)Cc2ccccc2[C@H]2OC(c3ccc(OCCCO)cc3)=N[C@@]12Cc1ccccc1	7.4
O=C(C1=C[C@@H](C2CCCCC2)C[C@@H](OCCCCO)O1)N1CCN(Cc2ccc3c(c2)OCO3)CC1	3.2
O=C(NCc1ccc(F)cc1)[C@H]1C[C@H]2C(=O)N3CCC[C@H]3C(=O)N2[C@H]1c1ccc(O)cc1	-0.5
CC(=O)n1cc([C@H]2C=C(C(=O)N3CCN(Cc4ccc5c(c4)OCO5)CC3)O[C@@H](OCc3ccc(CO)cc3)C2)c2ccccc21	6.6
C#Cc1ccc([C@H]2C=C(C(=O)N3CCN(Cc4ccccc4)CC3)O[C@@H](OCC)[C@@H]2CCCO)cc1	16.9
COC(=O)[C@]1(Cc2ccccc2)N=C(c2ccc(OCCCO)cc2)O[C@@H]1c1ccccc1	1.8
CCO[C@@H]1OC(C(=O)NCc2ccccc2)=C[C@H](c2ccc(Br)cc2)[C@H]1CCCO	29.6
C=CCN(Cc1ccccc1)C(=O)[C@H]1N(Cc2ccc(OC)cc2)C(=O)[C@@H]2[C@@H](C(=O)O)C3C=CC21O3 (some centres not stated)	-4.2
COc1ccc([Si](C)(C)[C@@H]2[C@@H](CCO)O[C@]3(C(=O)N(Cc4ccccc4)c4ccc(N5CCCCC5=O)cc43)[C@H]2C)cc1	0.6
O=C(C1=C[C@H](c2ccc3c(c2)OCO3)C[C@H](OCc2ccc(CO)cc2)O1)N1CCN(Cc2ccc3c(c2)OCO3)CC1	10.2&10.9
COc1cc(NCc2ccccc2)c2ncn(C(C)C)c2c1	1.4
Nc1cc(=O)[nH]c(=O)n1Cc1ccccc1	-10.0

Overlap with the part before: four compounds, then new ones.
SMILES	C diff growth
COc1ccc([Si](C)(C)[C@@H]2[C@@H](CCO)O[C@]3(C(=O)N(Cc4ccccc4)c4ccc(N5CCCCC5=O)cc43)[C@H]2C)cc1	0.6
O=C(C1=C[C@H](c2ccc3c(c2)OCO3)C[C@H](OCc2ccc(CO)cc2)O1)N1CCN(Cc2ccc3c(c2)OCO3)CC1	10.2&10.9
COc1cc(NCc2ccccc2)c2ncn(C(C)C)c2c1	1.4
Nc1cc(=O)[nH]c(=O)n1Cc1ccccc1	-10.0
CCCC[C@H]1OB(O)C[C@H]2C1=C(COc1ccccc1)C[C@H]1C(=O)N(Cc3ccccc3)C(=O)[C@H]12	1.7
COC(=O)[C@@]1(CCS(=O)(=O)c2ccccc2)N=C(c2ccc(OCCCO)cc2)O[C@H]1c1ccccc1	8.8
C#Cc1ccc([C@H]2C=C(C(=O)OCC=C)O[C@@H](OCC)[C@@H]2CCCO)cc1	19.4
C=CCOC(=O)C1=C[C@@H](c2ccccc2)C[C@@H](OCc2ccc(CO)cc2)O1	5.0
C[C@@H]1C=C(C(=O)NCc2nc3ccccc3[nH]2)O[C@H](OCc2ccc(CO)cc2)C1	-3.2
O=C(O)C1=C[C@H](c2coc3ccccc3c2=O)C[C@H](OCc2ccc(CO)cc2)O1	-7.0
O=C1CC[C@@H]2c3[nH]c4ccc(Br)cc4c3CCN12	4.2
O=C(NCc1ccccc1)C1=C[C@@H](c2csc3ccccc23)C[C@@H](OCc2ccc(CO)cc2)O1	14.2
C=C1CC(/C=C/c2cc(OC)c(OC)c(OC)c2)OC1=O (configuration not stated)	-4.7
O=C1CCCn2cc(nn2)COCC2CCCN12 (configuration not stated)	-3.1
O=C(NC1CC1)C1=C[C@H](c2csc3ccccc23)C[C@H](OCc2ccc(CO)cc2)O1	6.3
C#CCNC(=O)C1=C[C@@H](c2coc3ccccc3c2=O)C[C@@H](OCCCCO)O1	-5.2
Cc1nc(S(=O)(=O)N[C@@H]2CCCN(Cc3cccc(OCCO)c3)C2)cn1C	-0.8
C=CCNC(=O)[C@H]1[C@@H]2C(=O)O[C@@H](c3ccccc3)[C@@H](c3ccccc3)N2[C@@H](c2ccc(O)cc2)[C@]12C(=O)Nc1ccc(C#CC3=CCCCC3)cc12	3.2
CC(C)C[C@@H]1NC(=O)[C@H]2C[C@@H](C(=O)NCCCCCNC(=O)CS)[C@@H](c3cccc(OCCO)c3)N2C1=O	-1.7
COC(=O)C(CC#Cc1ccc2c(c1)[C@]1(C(=O)N2)[C@H](c2ccccc2OCCO)N2[C@H](c3ccccc3)[C@H](c3ccccc3)OC(=O)[C@H]2[C@@H]1C(=O)N1CCCCCCC1)C(=O)OC	-9.9
O=C(C1=C[C@@H](C2CC2)C[C@@H](OCc2ccc(CO)cc2)O1)N1CCCCCCC1	9.2
O=C(NCc1ccccc1)C1=C[C@@H](c2ccc3c(c2)OCO3)C[C@@H](OCCCCO)O1	-7.1
Cc1ccc(S(=O)(=O)NC2CCN(Cc3ccc(OCCO)cc3)CC2)cc1	-7.7
O=C1CSC(c2ccccc2)N1c1ccccc1 (configuration not stated)	1.4
C=CCOC(=O)[C@@H]1[C@H]2C(=O)O[C@H](c3ccccc3)[C@H](c3ccccc3)N2[C@H](c2ccc(OCCOC(=O)[C@@H]3C[C@@H]4C(=O)N5CCC[C@H]5C(=O)N4[C@@H]3c3ccc(O)cc3)cc2)[C@@]12C(=O)Nc1ccc(I)cc12	0.4
C#CCNC(=O)C1=C[C@@H](c2ccccc2)C[C@@H](OCc2ccc(CO)cc2)O1	5.1
O=c1n(-c2ccccc2)c(=O)n2n1CC(COc1ccccc1)=C1[C@@H](CCc3ccccc3)OB(O)C[C@@H]12	-1.3
O=C1O[C@@H](c2ccccc2)[C@@H](c2ccccc2)N2[C@@H](c3ccc(O)cc3)[C@]3(C(=O)Nc4ccc(C#CC5=CCCCC5)cc43)[C@@H](C(=O)N3CCCCCCC3)[C@H]12	-4.9
COCCOC(=O)N1C(=O)[C@@]2(c3cc(C#CC4(O)CCCCCC4)ccc31)[C@H](c1ccccc1OCCO)N1[C@H](c3ccccc3)[C@H](c3ccccc3)OC(=O)[C@H]1[C@@H]2C(=O)N1CCc2cc(OC)c(OC)cc2C1	2.2
COc1ccc(C)cc1-n1nnnc1SCc1nc(N)nc(N(C)C)n1	4.7

2 of the compounds above, with bars between the fields:
SMILES | C diff growth
O=C(NCc1ccc(F)cc1)[C@H]1C[C@H]2C(=O)N3CCC[C@H]3C(=O)N2[C@H]1c1ccc(O)cc1 | -0.5
CC(=O)n1cc([C@H]2C=C(C(=O)N3CCN(Cc4ccc5c(c4)OCO5)CC3)O[C@@H](OCc3ccc(CO)cc3)C2)c2ccccc21 | 6.6

Screening results (PubChem BioAssay)
